# Screening data (PubChem BioAssay)
# TRPC6 activator – mouse TRPC6 channel activation; AID 2550; B-score at 10 µM; HEK293-TRPC6 membrane potential dye fluorescence; hits give high values; 310,000 tested, 0.13% active;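 active = B-score of the integrated fluorescence ratio above library mean plus 3 SD, and starting fluorescence ratio within library mean plus 5 SD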;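 also: higher score means more depolarization so channel activation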
# RGS4 block – human RGS4 inhibition; P49798; HEK293 M3R/RGS4 inducible, Fluo-4 calcium flux; hits give high values; triggered by carbachol at its EC20; B-score at 10 µM; 310,000 tested, 0.45% active; AID 463165;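 active = B-score, a plate-corrected calcium signal, over three deviations above library mean, with baseline fluorescence within five deviations of library mean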;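 also: RGS4 expression induced by doxycycline in cells with stable M3 receptor; B-score is computed from the integrated fluorescence ratio over baseline after carbachol; higher B-score means a larger calcium signal and so more RGS4 inhibition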
# Platelet DG rel – platelet dense granule release activity. human platelet-rich plasma, SFLLRN dense granule ATP release, luminescence. inhibition, %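 (compounds screened at 7.5 µM in platelet-rich plasma)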. 300,000 tested, 0.22% active;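 active = mean replicate score, as percent of positive control, at or above 50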
# MrgX1 agonist – activates human MrgX1 receptor signaling. Q96LB2. MrgX1-HEK293 cells, Fluo-4 calcium fluorescence, agonist mode; hits give high values. B-score at 10 µM. 310,000 tested, 0.44% active. AID 588627;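 active = calcium response B-score plate-corrected fluorescence ratio at least 3 library SD, with starting fluorescence B-score inside 5 SD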
#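 times = overnight plating, then 30 min 37 °C plus 30 min room-temperature dye loading | assay system = stable human MrgX1 HEK293 cell line | input = fifteen thousand cells per well | signal = kinetic calcium dye fluorescence, Fluo-4 NW | dosing = compound delivered in addition one of three | read-out = B-scored fluorescence response ratio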
# MrgX1 allo act – human MrgX1 positive allosteric modulation, primary screen. AID 588675. 310,000 tested, 0.63% active. MrgX1-HEK293, Fluo-4 calcium flux, FDSS; hits give high values. B-score at 10 µM. Q96LB2;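 active = plate-corrected calcium response at least 3 library SD above typical, normal starting fluorescence, not activating the receptor alone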;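 also: compound read alongside a low EC10 to EC30 dose of BAM8-22 agonist; peak minus trough fluorescence over baseline measured at the second addition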
# RGS4 act – potentiators or activators of RGS4; HEK293 M3R/inducible RGS4, carbachol calcium flux Fluo4; hits give low values; 310,000 tested, 0.92% active; B-score at 10 µM;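 active = B-score of the integrated calcium signal more than 4 SD below the library mean, with starting fluorescence not abnormally high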;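 also: negative B-score means reduced calcium response which marks RGS4 activation or potentiation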
#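 Assay system: HEK293 FlpIn-TREx cells, stable M3R, doxycycline-inducible RGS4 / Probe or stimulus: carbachol, ECmax concentration / Times: overnight RGS4 induction, 30 min dye load 37 °C, 20 min compound RT / Signal: kinetic calcium fluorescence imaging with Fluo4-AM dye, 2 µM / Measure: Agonist-evoked peak-minus-minimum fluorescence over baseline, integrated ratio, B score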
# TRPC6 inh – blocks the mouse TRPC6 cation channel; Q61143; HEK293-TRPC6, membrane potential dye, ACh-evoked depolarization; hits give low values; B-score at 10 µM; 310,000 tested, 1.1% active; AID 2553;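 active = B-score under library mean minus 3 SD, initial fluorescence not abnormally high, positive integrated signal ratio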;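 also: B-score derived from integrated fluorescence ratio over the kinetic read; more negative B-score means stronger inhibition of depolarization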
# HIF act – HIF pathway transcriptional activation; 300,000 tested, 0.32% active; U2OS HRE-luciferase reporter, luminescence; normalized: DMSO 0%, desferrioxamine 100%; activation, % at 7.5 µM (by protocol);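 active = mean activation of at least 10% of the iron chelator positive control signal, with at least half of replicates also reaching 10%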
# MrgX1 antag – human MrgX1 receptor antagonism, primary screen. 310,000 tested, 1.3% active. MRGX1-HEK293 calcium flux, Fluo-4, BAM8-22 antagonism; hits give low values. B-score at 10 µM. AID 588676. Q96LB2;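 active = calcium-response B-score plate-corrected more than 3 library SD below zero, starting fluorescence within 5 deviations, no agonist response on first addition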;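 also: peak minus trough fluorescence over baseline after final BAM8-22 challenge near maximal dose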
# SKKanGAS inh – SKKanGAS growth inhibition. 300,000 tested, 1.3% active. inhibition, % at 7.5 µM. S. pyogenes SKKanGAS, kanamycin growth, BacTiter-Glo, 6 h;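 active = mean replicate score, as percent of positive control median, at least 50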;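 also: strain carries kanamycin resistance gene driven by streptokinase promoter and grows in 40 µg/ml kanamycin; loss of luminescence reflects streptokinase promoter inhibition or plain growth inhibition; 0% = median of DMSO wells and 100% = positive control at its reference dose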
# TRPC4 inh – blocks the mouse TRPC4 cation channel | 300,000 tested, 0.39% active | AID 2247 | Q9QUQ5 | B-score at 10 µM | HEK293 TRPC4beta/mu-opioid, DAMGO-evoked Fluo4 calcium flux; hits give low values;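 active = B-score over 3 SD under the library average, no early fluorescence shift, positive overall ratio signal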
# Target sequence (Q9QUQ5 whole entry, looked up): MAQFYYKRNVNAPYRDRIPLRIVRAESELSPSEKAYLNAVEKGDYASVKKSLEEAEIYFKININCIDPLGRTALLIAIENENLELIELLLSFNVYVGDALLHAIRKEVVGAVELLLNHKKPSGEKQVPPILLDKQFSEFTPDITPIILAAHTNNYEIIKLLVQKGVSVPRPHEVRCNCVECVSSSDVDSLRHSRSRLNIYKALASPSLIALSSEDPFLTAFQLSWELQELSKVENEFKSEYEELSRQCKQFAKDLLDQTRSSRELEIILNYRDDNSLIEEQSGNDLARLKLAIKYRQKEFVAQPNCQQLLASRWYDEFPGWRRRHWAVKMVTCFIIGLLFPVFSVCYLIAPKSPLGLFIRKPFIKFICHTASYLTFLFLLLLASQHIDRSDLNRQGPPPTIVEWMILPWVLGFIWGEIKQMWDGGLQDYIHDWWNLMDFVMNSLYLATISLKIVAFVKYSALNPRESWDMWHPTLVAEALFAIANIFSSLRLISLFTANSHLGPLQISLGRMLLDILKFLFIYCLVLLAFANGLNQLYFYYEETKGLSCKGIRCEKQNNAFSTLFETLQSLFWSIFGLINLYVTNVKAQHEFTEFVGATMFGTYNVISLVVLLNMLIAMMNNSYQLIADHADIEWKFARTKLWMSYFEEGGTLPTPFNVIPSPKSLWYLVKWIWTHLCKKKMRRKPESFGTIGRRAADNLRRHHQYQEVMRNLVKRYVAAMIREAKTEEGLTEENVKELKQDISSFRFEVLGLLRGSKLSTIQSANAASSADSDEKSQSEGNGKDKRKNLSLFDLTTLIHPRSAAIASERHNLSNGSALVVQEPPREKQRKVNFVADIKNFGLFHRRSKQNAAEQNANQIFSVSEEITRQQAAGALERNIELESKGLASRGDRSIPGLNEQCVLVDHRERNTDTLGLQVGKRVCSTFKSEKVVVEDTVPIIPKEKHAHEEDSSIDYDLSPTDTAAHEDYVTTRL
#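 Assay system: Stable TRPC4beta/mu-opioid receptor HEK293 cells | Reagent: DAMGO in two steps, submaximal then maximal | Compound dosing: Single concentration per test compound | Signal: Fluo4 Ca2+ flux fluorescence | Evaluation: Per-well B score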
# * hit, by the source's call; i = inactive; · = not tested or not shown.
SMILES,TRPC6 activator,RGS4 block,Platelet DG rel,MrgX1 agonist,MrgX1 allo act,RGS4 act,TRPC6 inh,HIF act,MrgX1 antag,SKKanGAS inh,TRPC4 inh
OC(Cn1cncn1)c1ccc(Cl)cc1Cl (centres undefined),i,i,3.6,i,i,i,i,0.1,i,9.0,i
CCCC1(C(=O)OCC)NC(c2ccc(N(C)C)cc2)C2C(=O)N(c3ccccc3)C(=O)C21 (centres undefined),i,i,-4.4,i,i,i,i,-0.7,i,-10.8,i
CC(=O)Nc1ccc(S(=O)(=O)NNC(=O)CCc2ccccc2)cc1,i,i,-0.5,i,i,i,i,0.0,i,1.1,i
COCCSc1nnc(NC(=O)C2CC(=O)N(c3ccc(OC)cc3)C2)s1 (centres undefined),i,i,4.5,i,i,i,i,0.3,i,-0.6,i
COc1ccccc1N1C(=O)S/C(=C\c2cc(C)n(C)c2C)C1=O,i,i,6.4,i,i,i,i,1.8,i,0.6,i
O=c1c2cc(N3CCOCC3)ccc2[nH]c(=S)n1CCCN1CCCC1,i,i,1.3,i,i,i,i,0.0,i,-1.0,i
CCOC(=O)N1CCN(C(=O)/C(=C/c2ccc(OC)c(OC)c2)NC(=O)c2ccccc2)CC1,i,i,5.7,i,i,i,i,0.1,i,-6.7,i
CCNc1nc(N)nc(Oc2ccc(C(=O)OC)cc2)n1,i,i,6.5,i,i,i,i,-5.7,i,-1.5,i
Cc1ccc(-c2nnn(CC(=O)N(CCN3CCOCC3)C(C(=O)NC(C)(C)C)c3ccco3)n2)cc1 (centres undefined),i,i,3.5,i,i,i,i,0.1,i,-5.1,i
CC(=O)N(C)c1ccc(NC(=O)Cc2cccc3ccccc23)cc1,i,i,0.9,i,i,i,i,0.2,i,-0.9,i
COc1ccccc1/C=C/CN1CCCC(CCC(=O)NCc2ccc(F)c(F)c2)C1 (centres undefined),i,i,7.1,i,i,i,i,0.1,i,-1.7,i
COCCn1c(SCCN2CCCCC2)nc2ccccc2c1=O,i,i,0.4,i,i,i,i,1.2,i,-11.6,i
O=S(=O)(c1cccs1)N1CCN(CC(O)COC2CCCc3ccccc32)CC1 (centres undefined),i,i,11.4,i,i,i,i,-1.2,i,-2.8,i
Cc1cc(C(=O)COC(=O)c2ccc(Br)o2)c(C)n1C,i,i,-3.3,i,i,i,i,3.0,i,0.4,i
CC1CC(CC(=O)NC(=S)Nc2ccccc2Cl)C(=O)O1 (centres undefined),i,i,2.4,i,i,i,i,0.2,i,-2.5,i
CSCC[C@H](NC(=O)C1CCN(C(=O)[C@@H](N)Cc2ccccc2)CC1)C(=O)O,i,i,·,i,i,i,i,1.2,i,1.3,i
CSc1nnnn1-c1ccc(C(=O)O)cc1,i,i,-2.7,i,i,i,i,-0.3,i,-2.9,i
COc1ccc(NC(=O)/C(=C/c2ccc(OC(C)=O)c(OC)c2)NC(C)=O)cc1,i,i,7.9,i,i,i,i,-0.7,i,0.3,i
COc1ccc(OC)c(NC(=O)CCN2CCCC(C)C2)c1 (centres undefined),i,i,7.9,i,i,i,i,-0.3,i,-4.2,i
COc1nc(Cc2ccc(Cl)cc2)nc2ccccc12,i,i,5.7,i,i,i,i,0.0,i,1.7,i
Nc1ccccc1Oc1c(F)c(F)c(Oc2ccccc2N)c(F)c1F,i,i,-10.1,i,i,i,i,-0.5,i,-5.1,i
COc1ccc2c(c1)C(c1cccs1)=NNC(c1cccnc1)=N2,i,i,0.8,i,i,i,i,0.0,i,6.7,i
Cc1ccc(NC(=S)NC2CCSc3ccccc32)cc1 (centres undefined),i,i,-5.9,i,i,i,i,0.2,i,23.8,i
Cc1ccc(C2=NN(C(=O)c3ccccc3F)C(c3ccccc3F)C2)cc1 (centres undefined),i,i,17.4,i,i,i,i,2.1,i,18.3,i
Cc1cc(C)cc(C(=O)N2CCN=C2c2ccccc2)c1,i,i,-4.6,i,i,i,i,-0.6,i,-3.9,i
COCc1c(C(=O)NC2CCCCCC2)oc2ccccc12,i,i,-4.5,i,i,i,i,0.5,i,3.2,i
Cc1cccc(C(=O)Oc2ccc(/C=N/NC(=O)c3cc(O)cc(O)c3)cc2)c1,i,i,-2.4,i,i,-10.2*,i,0.3,i,-3.5,i
COC(=O)Cn1c(C)nc2ccccc21,i,i,-6.0,i,i,i,i,-0.1,i,-7.4,i
CC(=O)Nc1ccc(OCCOc2ccc(/C=C3\C(=N)N4N=C(C)SC4=NC3=O)cc2)cc1,i,i,-3.5,i,9.47*,i,i,-3.7,i,-8.6,i
Cc1nnc(NC(=O)c2cccc(Br)c2)s1,i,i,11.3,i,i,i,i,1.2,i,-5.2,i
COc1ccc(Cc2nc3c4c(ncn3n2)Oc2ccc3ccccc3c2C4c2ccc(OC)c(OC)c2)cc1 (centres undefined),i,i,-4.8,i,i,i,i,-0.1,i,26.8,i
Cc1c(C(=O)OC(C)CCN(C)C)oc2ccccc12 (centres undefined),i,i,-2.2,i,i,-11.2*,-9.69*,1.2,i,2.4,i
COc1cc2ncc(S(=O)(=O)c3ccccc3)c(N3CCC4(CC3)OCCO4)c2cc1OC,i,i,6.0,i,i,i,i,-0.4,i,0.0,i
CC1=C(C(=O)OC(C)C)C2(O)C(=O)c3ccccc3C2(O)N1 (centres undefined),i,i,-2.1,i,i,i,i,-0.7,i,8.7,i
COc1cccc2c1CCC(NC(C)=O)C2=O (centres undefined),i,i,3.6,i,i,i,i,0.0,i,0.1,i
O=C(COc1ccc2c3c(c(=O)oc2c1)CCC3)N1CCCC1,i,i,-44.3,i,i,i,i,-0.7,i,-1.7,i
O=C(CCN1C(=O)c2ccncc2C1=O)NCc1ccc(Cl)cc1,i,i,·,i,i,i,i,-0.6,i,4.6,i
COc1ccccc1N(C(=O)CNS(=O)(=O)c1ccccc1)C(C(=O)NCc1ccco1)C(C)C (centres undefined),i,i,-10.2,·,·,i,i,-0.6,·,-0.7,i
CN(C)S(=O)(=O)c1ccc2c(c1)Cc1cc(S(=O)(=O)N(C)C)ccc1-2,i,i,-3.2,i,i,i,i,-0.3,i,-0.4,i
CC(Nc1[nH]c(=O)n(C)c(=O)c1N=O)c1ccccc1 (centres undefined),i,i,5.9,i,i,i,i,0.2,i,-3.5,i
COc1ccccc1NC(=O)COc1ccc2c(c1)OCO2,i,i,-1.0,i,i,i,i,2.9,i,-5.2,i
COc1ccc(Cc2nnc(Nc3ccc(C)cc3C)[nH]c2=O)cc1,i,i,-2.1,i,i,i,i,-0.2,i,4.3,i
CC(Oc1cccc(Cl)c1)C(=O)Nc1cc(S(=O)(=O)N2CCOCC2)ccc1N1CCCCC1 (centres undefined),i,i,-3.2,i,i,i,i,0.6,i,36.1,i
COc1ccc(C(CNC(=O)C(CCSC)NC(=O)c2ccccc2OC)N2CCCCC2)cc1 (centres undefined),i,i,-9.4,i,i,i,i,-0.1,i,-2.7,i
Cc1cc(NC(=O)C2CCCCC2)nc2c1c(=O)oc1ccccc12,i,i,-12.8,i,i,i,i,0.1,i,19.8,i
CC(=O)OC(COc1ccccc1)Cn1cnc2cc(C)c(C)cc21 (centres undefined),i,i,-6.9,i,i,i,i,0.2,i,4.8,i
CNCc1ccccc1Sc1ccc(OC)c(OC)c1,i,i,-4.6,i,i,i,i,-0.4,i,-1.1,i
Cc1nc2ccccc2c2c1CC(C)S2 (centres undefined),i,i,5.8,i,i,i,i,-0.1,i,6.3,i
CN1CCC(=NNC(=O)c2ccco2)CC1,i,i,-1.3,i,i,i,i,2.0,i,-1.5,i
O=C(NCCc1ccc(Cl)cc1)c1cccc(NC2=NC3CS(=O)(=O)CC3S2)c1 (centres undefined),i,i,-5.3,i,i,i,i,0.2,i,-3.5,i
CCOP(=O)(OCC)C(C)(C)NC(=O)c1cc([N+](=O)[O-])cc([N+](=O)[O-])c1,i,i,-2.5,i,i,i,i,-0.2,i,3.4,i
N#Cc1sc(=O)[nH]c1Cl,i,i,7.4,i,i,i,i,-0.5,i,-3.7,i
Cc1nc(Nc2ccc3c(c2)OCO3)c2oc3ccccc3c2n1,i,i,2.0,i,i,i,i,1.0,i,9.9,i
CC(C)CCn1c(CN(C)Cc2ccccc2)nc2c1c(=O)n(C)c(=O)n2C,i,i,-3.2,i,i,i,i,-0.3,i,16.5,i
Cc1cc(=O)oc(C)c1C(=O)OCC(=O)c1ccc(Cl)c(Cl)c1,i,i,12.1,i,i,i,i,0.1,i,-10.8,i
CC(C)NC(=O)C1CC(=O)N(c2ccc(F)c(Cl)c2)C1 (centres undefined),i,i,-1.9,i,i,i,i,-0.2,i,0.2,i
O=C(c1ccco1)c1cc2c(ccc3ccccc32)oc1=O,i,i,2.7,i,i,i,i,0.7,i,-1.5,i
Cc1ccc(S(=O)(=O)N[C@H](C(=O)N2CCC3(O)CCCCC3C2)c2ccccc2)cc1 (some centres undefined),i,i,15.3,i,i,i,i,-0.2,i,1.3,i
CC(=O)Nc1ccc(S(=O)(=O)Nc2ncccn2)cc1,i,i,-0.4,i,i,i,i,0.0,i,1.5,i
Cc1ccc(S(=O)(=O)CCSc2cccc(C(=O)O)c2)cc1,i,i,-7.1,i,i,i,i,-6.2,i,-6.4,i

# The list goes on:
SMILES,TRPC6 activator,RGS4 block,Platelet DG rel,MrgX1 agonist,MrgX1 allo act,RGS4 act,TRPC6 inh,HIF act,MrgX1 antag,SKKanGAS inh,TRPC4 inh
COc1ccc(N(C(=O)c2ccco2)C(C(=O)NC2CCCC2)c2ccc(OC)c(OC)c2)cc1 (centres undefined),i,i,2.4,i,i,i,i,0.4,i,3.6,i
Cc1ccc(S(=O)(=O)N(CCC#N)CCN2CCCC2)cc1,i,i,-1.8,i,i,i,i,0.0,i,-5.7,i
CCN(CC(=O)NC1CCS(=O)(=O)C1)S(=O)(=O)c1ccc(C)cc1C (centres undefined),i,i,4.0,i,i,i,i,0.3,i,0.0,i
CCN(CC)Cc1c(O)c(Cl)cc2c(C)cc(=O)oc12,i,i,-1.9,·,·,i,i,-0.2,·,-0.6,i
